Giardia kill: kills Giardia lamblia. AID 540267. 340,000 tested, 0.15% active. activity change, % at 7.66 µM, hits read low. Giardia lamblia trophozoite viability; in the data active = activity change below about -80%; inconclusive = between about -30% and that limit;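 also: parasites exposed to compound for two days anaerobically before the ATP read; % is scaled to controls: 0 for no effect and ±100 for the full control effect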
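Trophozoites 100 cells/well + cpd; 48 hrs, 37 deg C, anaerobic. ATPLite 1-Step added, 15-30 min RT, luminescence read (ATP-based viability).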
TCR activator: activators of T cell receptors; primary human leukocytes, anti-CD3, IL-2 HTRF, 48 h; Potency, µM (series often up to 9.22 µM), without a hit: at the top dose activation of IL-2 secretion, hits mostly activators; 330,000 tested, under 10 active; active = well fitted activation curve with a large enough effect; inconclusive = small, poorly fitted or top-dose-only effect, or another doubt; inactive = no such curve, though single readings can be large or run the other way; also: % of control where 0% means no effect
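HTRF read-out of IL-2 secretion: europium cryptate donor excited at 320nm, d2 acceptor emission at 665nm. Cells were primary human leukocytes incubated 48 hr with compounds and a-CD3 beads, supplying TCR signal only.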
hERG WT inh: blocks the wildtype human KCNH2 potassium channel; Q12809; U2OS, BacMam KCNH2, thallium flux FluxOr; hits give low values; activity change, % at 1.84 µM; 340,000 tested, 0.37% active;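 active = maximum activity change below -70%; inconclusive = maximum activity change between -70% and -50%; inactive = maximum activity change above -50%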; also: % is scaled to controls: 0 for no effect and ±100 for the full control effect
Target sequence (Q12809 whole entry, looked up): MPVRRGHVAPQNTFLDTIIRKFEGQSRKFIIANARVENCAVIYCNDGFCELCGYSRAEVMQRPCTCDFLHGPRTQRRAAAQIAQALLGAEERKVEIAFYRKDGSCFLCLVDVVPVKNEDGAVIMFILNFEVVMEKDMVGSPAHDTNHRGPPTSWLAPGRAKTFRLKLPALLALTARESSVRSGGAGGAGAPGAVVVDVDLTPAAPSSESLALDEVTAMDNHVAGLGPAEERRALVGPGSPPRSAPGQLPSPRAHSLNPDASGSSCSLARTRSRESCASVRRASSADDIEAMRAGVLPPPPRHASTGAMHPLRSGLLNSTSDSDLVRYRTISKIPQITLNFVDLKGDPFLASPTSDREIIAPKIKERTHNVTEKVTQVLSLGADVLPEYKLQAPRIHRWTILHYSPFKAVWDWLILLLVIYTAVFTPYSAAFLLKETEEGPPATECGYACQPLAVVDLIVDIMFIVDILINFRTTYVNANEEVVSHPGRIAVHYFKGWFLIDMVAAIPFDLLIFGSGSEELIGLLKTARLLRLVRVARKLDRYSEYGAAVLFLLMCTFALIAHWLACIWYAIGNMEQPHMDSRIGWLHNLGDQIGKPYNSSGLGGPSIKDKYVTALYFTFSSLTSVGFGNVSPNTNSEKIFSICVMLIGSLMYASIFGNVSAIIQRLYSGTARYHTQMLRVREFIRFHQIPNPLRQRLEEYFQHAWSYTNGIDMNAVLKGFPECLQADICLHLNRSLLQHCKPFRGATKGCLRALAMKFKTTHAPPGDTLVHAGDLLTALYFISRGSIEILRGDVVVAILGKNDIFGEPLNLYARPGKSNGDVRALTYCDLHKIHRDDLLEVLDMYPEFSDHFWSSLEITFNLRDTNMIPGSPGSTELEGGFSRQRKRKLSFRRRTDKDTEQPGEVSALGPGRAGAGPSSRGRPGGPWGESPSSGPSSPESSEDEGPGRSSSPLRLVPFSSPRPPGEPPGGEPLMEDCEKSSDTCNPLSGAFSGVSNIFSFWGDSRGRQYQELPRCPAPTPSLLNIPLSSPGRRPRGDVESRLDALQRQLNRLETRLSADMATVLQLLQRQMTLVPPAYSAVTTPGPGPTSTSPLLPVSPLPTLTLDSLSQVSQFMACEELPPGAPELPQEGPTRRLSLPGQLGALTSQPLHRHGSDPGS
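U2OS cells were transduced with wild-type KCNH2 virus (2.03 x 10^8 / mL) for 4 h at room temperature, then cultured overnight at 37 C. Thallium flux was read with FluxOr dye. Rate constants were normalized to DMSO controls.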
The depositor's hits bear a star; ? = inconclusive; [ ] = another dose, or the depositor's remark. This is a subset; the hit share may differ from the screen's.

SMILES	Giardia kill	TCR activator	hERG WT inh
Cc1cc(NS(=O)(=O)c2ccccc2)ccc1NS(=O)(=O)c1ccccc1	-6	3%	0
CN(C(=O)CS(=O)(=O)c1cn(CC(=O)N2CCCC2)c2ccccc12)c1ccccc1	-10	-7%	-6
CN(C(=O)c1cccc(NC(=O)Cc2ccc(NC(=O)C3CCCN(C(=O)c4ccccc4)C3)cc2)c1)C1CCC1 (stereo not given)	-13	3%	-1
COC(=O)c1sccc1NC(=O)c1cccc(Cl)c1	-12	-7%	2
COc1ccc(-c2csc(NC(=O)CSc3nc(C)cs3)n2)cc1	9	1%	-6
Cc1cccc(Oc2ncccc2[N+](=O)[O-])c1C	13	-6%	-5
Cc1noc(C)c1COc1ccc(C(=O)N2CCN(S(=O)(=O)c3ccc(F)cc3)CC2)cc1	-18	-1%	11
C[C@@H]1CC[C@]2(O[C@H](CCO)C[C@H](O)[C@H]2O)O1	13	4%	3
CSc1ncnc2ncn(C)c12	17	2%	-6
COc1cc(C2(c3ccc(O)c(OC)c3)C(=O)N(C)c3ccc(C)cc32)ccc1O	1	-2%	-5
Cc1c(NC(=O)c2ccc(NS(=O)(=O)c3cccc([N+](=O)[O-])c3)cc2)c(=O)n(-c2ccccc2)n1C	0	2%	3
COc1ccc(/C=N/NC(=O)c2cccc3ccccc23)c(OC)c1OC	-26	-3%	-5
COC(=O)c1ccccc1S(=O)(=O)N1CCC(C(=O)OC(C)C(=O)N(C)Cc2ccccc2)CC1 (stereo not given)	12	1%	2
CC(=O)Nc1cc(C(F)(F)F)ccc1OCCOc1ccccc1	6	-3%	2
O=C(O)C(=Cc1ccccc1[N+](=O)[O-])c1ccccc1	6	-1%	1
COc1ccccc1Cn1c(-c2ccco2)nc2nc3ccccc3nc21	-19	-1%	-10
O=C(CCC(F)(F)F)N1CCCC(N2CCN(c3cccc(Cl)c3)CC2)C1 (stereo not given)	-9	-28%	-7
C=C(C(=O)c1ccccc1)C(NC(C)(C)C)c1ccccc1 (stereo not given)	-11	-6%	17
Nc1c(Cl)cc(C(=O)NC2CC2)cc1Cl	-3	0%	-8
COC(C[C@H]1O[C@@H]1C(=O)COCc1ccccc1)OC	3	-1%	-3
O=C(COC(=O)c1ccc(O)cc1O)NC(=O)c1ccccc1	-14	-3%	-5
Oc1cccc(C=NNc2ccccn2)c1	7	-9%	20
Cn1c(Cn2c(=O)sc3ccccc32)nnc1SCC(=O)Nc1ccc2c(c1)OCO2	-1	2%	1
O=C(O)c1cccc(Br)c1	18	-8%	3
Cc1cccc(C(=O)Nc2ccc(C(=O)N/N=C/c3ccco3)cc2)c1	-4	-6%	3
CC(=NNC(=O)c1ccncc1)c1ccc(Cl)cc1Cl	-4	-4%	-1
Cc1ccc(NCc2cccc(B(O)O)c2)cc1	18	-1%	-7
O=C(NN1CCOCC1)c1ccc(Br)cc1	-12	-2%	2
CCC(=O)N1CCc2cc(Br)c(S(=O)(=O)CCC(=O)NCCc3ccccc3)cc21	1	7%	-3
O=C(Nc1nc2ccc(Cl)cc2s1)C1CC1	-17	1%	-6
Cc1nn(C)cc1C(=O)c1ccccc1	8	3%	-11
CC(=O)Nc1cc2c(c(Cl)c1Cl)-c1ccccc1C2=O	-16	0%	5
COc1cccc(C(=O)NNC(=O)c2cccc3ccccc23)c1	0	0%	-11
CCOC(=O)C1(C(=O)OCC)NC(=O)CC1CC(C)C (stereo not given)	2	-1%	2
O=C(NNCc1ccccc1)c1ccccc1	8	-3%	-2
CCOC(=O)[C@@H]1[C@H]2COc3ccc(Br)cc3[C@@H]2N2C(=O)N(c3ccc(Cl)cc3)C(=O)[C@]12C	1	-4%	14
CCOc1ccc(CCN2C(=S)N([C@@H](CC(C)C)CN3CCCC3CN3C(=S)NC[C@@H]3CC(C)C)C[C@@H]2CC(C)C)cc1 (stereo not given in full)	6	3%	-13
Cc1ccc(NC(=O)c2ncn(CCCNCC(C)c3ccccc3)n2)cc1C (stereo not given)	?	-5%	2
CC(CCNC(=O)c1ccccc1)(CCNC(=O)c1ccccc1)[N+](=O)[O-]	5	1%	3
CCN(CC)CCn1c(/N=C/c2ccc(OC)c(OC)c2)nc2ccccc21	23	3%	-7
COc1ccc(Cc2nc3ccccc3c(=O)n2N)cc1OC	27	-1%	-3
C[C@@H]1C=C(C(=O)NCc2nc3ccccc3[nH]2)O[C@H](OCCCCO)C1	-17	13%	-6
Cc1ccc(S(=O)(=O)NC(Cc2c[nH]c3ccccc23)C(=O)O)cc1 (stereo not given)	7	-1%	0
C=CCc1cc(CN2CC(C)OC(C)C2)c(O)c(OC)c1 (stereo not given)	-13	0%	-1
COC(=O)c1ccccc1NC(=O)Cn1cnc2c1c(=O)n(C)c(=O)n2C	?	1%	-9
CC(NS(=O)(=O)c1ccccc1)C1CC2CCC1C2 (stereo not given)	12	-3%	-1
c1cc2c3c(cccc3c1)-c1cnccc1-2	-7	4%	-1
Cc1nnc(SCc2cc(=O)[nH]c(N3CCCCC3)n2)s1	-4	1%	-11
CS(=O)c1ccccc1-c1nc(-c2ccc([N+](=O)[O-])cc2)no1 (stereo not given)	33[activator]	-7%	2
CCOC(=O)N1CCC(NC(=O)c2ccc3c(c2)N(CC)CCS3)CC1	0	2%	5
CSc1ccc(C(=O)Nc2cc(S(=O)(=O)N3CCOCC3)ccc2N2CCOCC2)cc1[N+](=O)[O-]	20	-9%	-3
Cc1ccc(S(=O)(=O)Nc2ccccc2)cc1[N+](=O)[O-]	4	0%	3
C(CCCN1CCCCC1)CCN1CCCCC1	-2	-5%	2
O=C1c2ccccc2S(=O)(=O)c2cc(C(=O)N3CCCC3)ccc21	6	-7%	-4
CCOC(=O)Nc1nc2ccc(Cn3cccc3)cc2[nH]1	-7	0%	-21
Cc1cccc(OCc2ccccc2)n1	2	1%	4
ClC1CCCCC1n1nnc2ccccc21 (stereo not given)	-14	3%	2
N#CC(=C(O)CN1CCN(c2ccccc2F)CC1)c1nc(-c2ccccc2)cs1	-11	-25%	3
O=c1[nH]c(=O)c2[nH]c(=O)n(-c3ccccc3)c2[nH]1	-12	3%	3
c1ccc(-c2cnc(C3CCCCC3)o2)cc1	2	-4%	14
(next part)
SMILES	Giardia kill	TCR activator	hERG WT inh
CC(=O)c1ccc(NS(=O)(=O)c2ccc([N+](=O)[O-])cc2)cc1	-24	9%	5
CC(OC(=O)[C@@H](NC(=O)OCc1ccccc1)C(C)C)C(=O)Nc1ccc(N2CCOCC2)cc1 (stereo not given in full)	-10	5%	-10
CC(C)(C)OC(=O)N1CCCC(C(=O)Nc2cccc(C(=O)NCCCc3ccccc3)c2)C1 (stereo not given)	-17	0%	-24
O=[N+]([O-])c1cccc(S(=O)(=O)Nc2ccc(S(=O)(=O)N3CCCC3)cc2)c1	16	-36%	3
CC(=O)NN(O)C1N(C)C(=O)N(Cc2ccccc2)C1(C)C (stereo not given)	-10	-1%	1
CC(=O)Nc1cc([N+](=O)[O-])ccc1OCc1ccccc1	14	-5%	-14
Cc1ccc(C(=O)NC(=S)N(C)Cc2ccccc2)cc1	9	-3%	-8
Cc1ccc(S(=O)(=O)N2CCC(C(=O)Nc3ccc(S(=O)(=O)N4CCOCC4)cc3)CC2)cc1	-6	5%	14
Nc1ccc2ccc(O)cc2c1	3	0%	-1
C#CCOCCOCCOCCNc1nc(N2CCOCC2)nc(N2CCN(C(=O)[C@H](Cc3ccc(O)cc3)n3cc(CCO)nn3)CC2)n1	4	-10%	-10
COC(=O)[C@@]12CCCCN1[C@H](c1ccc(-c3ccc(Cl)c(Cl)c3)c(OC)c1)[C@@H]1C(=O)N(C)C(=O)[C@@H]12	-22	4%	-4
CC(C=Cc1ccccc1)=NNS(=O)(=O)c1ccc([N+](=O)[O-])cc1	-2	4%	0
COc1ccc(C(O)(c2ccccc2)C(C(=O)O)c2ccccc2)cc1 (stereo not given)	2	-8%	4
O=C(O)C(c1cccs1)C1(O)CCCCC1 (stereo not given)	-9	3%	-2
O=c1[nH]c2cc([N+](=O)[O-])ccc2c2ccccc12	1	6%	9
CC(=O)Nc1ccc(S(=O)(=O)N2CN(c3ccc(C)cc3)c3nc4ccccc4nc32)cc1	5	2%	-1
NC(=O)C1(Nc2ccc([N+](=O)[O-])cc2)CCCC1	-7	-3%	-7
CC(C)C[C@H]1CNC(=S)N1CC1CCCN1C[C@H](CC(C)C)N1C[C@H](Cc2ccc(O)cc2)N(CC2CCCCC2)C1=S (stereo not given in full)	8	-3%	8
COc1ccc(NC(=S)NC(=O)c2cncc(Br)c2)cc1	9	15%	4
Oc1cccc(CCc2ccccn2)c1	4	5%	51
COc1cc2sc3ccc(C#Cc4ccccn4)cc3c(=O)c2cc1OC	42[activator]	-3%	3
Cc1sc(-c2c(C#N)c(N)nc3c2CCCCCC3)cc1[N+](=O)[O-]	21	2%	7

Entries shown so far containing an aryl methoxy group (12):
SMILES	Giardia kill	TCR activator	hERG WT inh
COc1ccc(-c2csc(NC(=O)CSc3nc(C)cs3)n2)cc1	9	1%	-6
COc1cc(C2(c3ccc(O)c(OC)c3)C(=O)N(C)c3ccc(C)cc32)ccc1O	1	-2%	-5
COc1ccc(/C=N/NC(=O)c2cccc3ccccc23)c(OC)c1OC	-26	-3%	-5
COc1ccccc1Cn1c(-c2ccco2)nc2nc3ccccc3nc21	-19	-1%	-10
COc1cccc(C(=O)NNC(=O)c2cccc3ccccc23)c1	0	0%	-11
CCN(CC)CCn1c(/N=C/c2ccc(OC)c(OC)c2)nc2ccccc21	23	3%	-7
COc1ccc(Cc2nc3ccccc3c(=O)n2N)cc1OC	27	-1%	-3
C=CCc1cc(CN2CC(C)OC(C)C2)c(O)c(OC)c1 (stereo not given)	-13	0%	-1
COC(=O)[C@@]12CCCCN1[C@H](c1ccc(-c3ccc(Cl)c(Cl)c3)c(OC)c1)[C@@H]1C(=O)N(C)C(=O)[C@@H]12	-22	4%	-4
COc1ccc(C(O)(c2ccccc2)C(C(=O)O)c2ccccc2)cc1 (stereo not given)	2	-8%	4
COc1ccc(NC(=S)NC(=O)c2cncc(Br)c2)cc1	9	15%	4
COc1cc2sc3ccc(C#Cc4ccccn4)cc3c(=O)c2cc1OC	42[activator]	-3%	3

Assay outcomes as filed in PubChem.
